High-throughput results: PubChem, several laboratories
Avidin fluor: avidin bead compound fluorescence profile. Avidin beads, compound fluorescence 488/530 nm, flow cytometry; active compounds read high. fluorescence (KMESF) at 10 µM. hit rate 0.38% among 220,000. AID 1775; in the data active means fluorescence above about 47; further: inactives centre near 10
Rab7 wt GTP bind: dog Rab7 wildtype GTP binding, inhibitors and activators; GST-Rab7 beads, fluorescent GTP binding, flow cytometry; actives lie on both sides; untreated = 100%, excess cold GTP = 0%; GTP binding activity (percent of control), % at 10 µM; hit rate 0.055% among 190,000; AID 758;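 active means fluorescent GTP binding to Rab7 beads changed by at least 20 points from the 100% baseline, either direction, mostly lower; inconclusive means compound itself probably fluorescent, or too few beads counted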;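 further: median green fluorescence of bound Bodipy-FL-GTP per Rab7 bead population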
Rab2 wt GTP: changes GTP binding to wildtype dog Rab2A, up or down; P61105; GTP binding activity, % at 10 µM; hit rate 0.19% among 190,000; GST-Rab2 wt beads, Bodipy-GTP binding, flow cytometry;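 active means GTP binding activity at least 20 points away from 100%, either lowered or raised; inconclusive means signal likely due to the compound's own green fluorescence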;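 further: 0% = beads with excess unlabeled GTP and 100% = no-compound control corrected for plate trend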
Mcl1-Bid inh: Mcl-1/Bid interaction inhibition. hit rate 0.97% among 220,000. inhibition, % at 21.7 µM. TR-FRET Mcl-1/Bid-Dy647 peptide binding, 1536-well. Q07820. AID 1021;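 active means compounds that cut the binding signal by more than half at the single screening dose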;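 further: His-tagged Mcl-1 with europium anti-His antibody binding Bid BH3 peptide; 0% = Mcl-1 plus peptide wells and 100% = peptide-only wells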
Target sequence (Q07820 whole entry, looked up): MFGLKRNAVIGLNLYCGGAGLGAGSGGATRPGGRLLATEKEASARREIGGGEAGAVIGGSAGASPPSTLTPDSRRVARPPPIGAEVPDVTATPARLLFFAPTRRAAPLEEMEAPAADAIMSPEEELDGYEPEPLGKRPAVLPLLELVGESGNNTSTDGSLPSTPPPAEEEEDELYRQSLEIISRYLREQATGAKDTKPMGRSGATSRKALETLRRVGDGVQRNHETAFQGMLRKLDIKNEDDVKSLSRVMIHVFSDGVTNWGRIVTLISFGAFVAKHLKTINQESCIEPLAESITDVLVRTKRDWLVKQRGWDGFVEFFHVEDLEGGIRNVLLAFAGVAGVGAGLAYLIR
Mcl-1 Bim block: inhibitors of Bim-Mcl-1 interaction, human; Bead-based flow cytometry, Bim peptide-Mcl-1 binding; inhibition, % at 10 µM; hit rate 0.1% among 190,000; AID 1009; in the data active means inhibition above about 40%;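 further: 0% = no compound tracer wells and 100% = peptide blocker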
Pf gametocyte: inhibitors of late stage P. falciparum gametocyte viability; P. falciparum stage V gametocytes, ATP luminescence, 24 h; inhibition, % at 10.9 µM; hit rate 0.065% among 150,000;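 active means inhibition above the mean plus 3 SD of compounds within the control limits, set per campaign, cut at about 38% in these data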;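 further: 0% = DMSO wells and 100% = medium only without gametocytes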
Mcl1 Noxa PPI: disrupts binding of human Mcl-1 to Noxa peptide. TR-FRET Mcl-1/Noxa peptide binding, 2 h. inhibition, % at 21.7 µM. Q07820. hit rate 1.5% among 220,000;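 active means compounds that cut the protein-peptide binding signal by more than 50% relative to plate controls in a single-dose test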;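 further: His-tagged Mcl-1 with rhodamine Noxa BH3 peptide and terbium anti-His antibody; 0% = Mcl-1 plus Noxa peptide wells and 100% = peptide-only wells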
HRas wt GTP bind: changes GTP binding to wildtype human HRas | GST-Ras wt beads, Bodipy-FL-GTP binding, flow cytometry; actives lie on both sides | GTP binding activity, % at 10 µM | hit rate 0.14% among 190,000 | AID 759;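 active means GTP binding activity at least 20% away from the 100% baseline, either lowered as inhibitor or raised as activator; inconclusive means flagged as likely green fluorescent, judged across all proteins in the well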;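 further: 0% = unlabeled GTP competition control and 100% = no-compound control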
Target sequence (P01112 whole entry, looked up): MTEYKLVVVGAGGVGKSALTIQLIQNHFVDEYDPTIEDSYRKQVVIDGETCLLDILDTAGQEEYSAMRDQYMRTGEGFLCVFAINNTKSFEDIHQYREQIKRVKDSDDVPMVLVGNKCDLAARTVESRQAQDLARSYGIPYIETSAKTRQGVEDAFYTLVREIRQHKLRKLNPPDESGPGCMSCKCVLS
Rac1 wt modul: modulators of human Rac1 wildtype GTP binding; P63000; GTP binding activity (% of control), % at 10 µM; GST-Rac1 beads, fluorescent GTP binding, flow cytometry; actives lie on both sides; 0 = cold GTP competed, 100 = untreated; AID 757; hit rate 0.27% among 190,000;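 active means GTP binding activity at least 20 points away from the 100% control level, either lower or higher; inconclusive means compound flagged as likely green fluorescent, judged across all proteins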
Rac1 mut GTP: human Rac1 activated mutant GTP binding change. P63000. hit rate 0.11% among 190,000. percent activity (GTP binding), % at 10 µM. GST-Rac1 activated beads, fluorescent GTP binding, flow cytometry; actives lie on both sides; 100% means binding = to untreated wells. AID 764;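 active means GTP binding at least 20 percentage points away from the 100% baseline, in either direction, so actives lie on both sides; inconclusive means Compound likely fluorescent itself, or too few beads counted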
Cdc42 wt: human Cdc42 wildtype GTP binding change, either direction; P60953; GST-Cdc42 beads, Bodipy-GTP binding, flow cytometry; actives lie on both sides; percent activity (GTP binding), % at 10 µM; hit rate 0.2% among 190,000; AID 761;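 active means percent activity GTP binding at least 20 points away from the 100% baseline, either down as inhibitor or up as activator; inconclusive means compound flagged as likely green fluorescent from well-wide comparison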;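 further: median bead fluorescence of bound Bodipy-FL-GTP at 100 nM; 0% = excess unlabeled GTP control and 100% = no compound control; below 100% means less GTP binding so inhibitor and above means activator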
Target sequence (P60953 whole entry, looked up): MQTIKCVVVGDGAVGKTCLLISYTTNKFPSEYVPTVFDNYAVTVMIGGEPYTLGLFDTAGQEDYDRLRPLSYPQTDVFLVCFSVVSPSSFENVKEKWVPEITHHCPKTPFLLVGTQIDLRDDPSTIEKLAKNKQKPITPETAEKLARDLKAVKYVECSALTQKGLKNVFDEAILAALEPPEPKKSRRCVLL
An asterisk follows results filed as active; ? = inconclusive; . = not tested or not shown. Compounds were not picked by outcome, and some 2.7% of all compounds hit somewhere here.

The opening 11 compounds, ahead of the listing:
SMILES	Avidin fluor	Rab7 wt GTP bind	Rab2 wt GTP	Mcl1-Bid inh	Mcl-1 Bim block	Pf gametocyte	Mcl1 Noxa PPI	HRas wt GTP bind	Rac1 wt modul	Rac1 mut GTP	Cdc42 wt
Cc1scc(-c2n[nH]c(=S)n2Cc2ccccc2)c1C	1	97	98	-32	-5	.	13	98	98	100	101
CCOC(=O)C1C(=O)OC(C)(C)C1C(CC)C(=O)c1ccccc1 (configuration not stated)	9	109	98	-9	-1	.	1	97	99	97	101
NS(=O)(=O)c1ccc(CCNC(=O)CCCCCNc2nc(=S)[nH]c3ccccc23)cc1	23	93	93	-43	-8	-4	20	94	94	95	100
CC1(C)Cc2nc(NC3CCCCC3)c(C#N)cc2CO1	8	100	97	-24	-1	17	21	96	95	96	97
CC(C)N1CCN(Cc2ccsc2)CC1CCO (configuration not stated)	9	97	98	-16	1	-9	4	95	102	96	97
Cc1nnc(SCc2cccc(CSc3nnc(C)s3)c2)s1	6	?	?	-12	6	.	40	?	?	?	?
CCOC(=O)Cc1csc(NC(=O)CC(C)(C)C)n1	20	99	100	-15	-7	.	-3	100	106	101	102
CCOC(=O)N1CCC(N2CCN(CCC(C)C)C(CCO)C2)CC1 (configuration not stated)	2	103	100	-5	-3	2	1	99	102	95	96
CCOC(=O)N1CCN(c2c(NCCN3CCCCC3CC)c(=O)c2=O)CC1 (configuration not stated)	4	104	102	-24	-4	.	11	102	106	101	104
O=C(NCc1cc(C(F)(F)F)cc(C(F)(F)F)c1)C1CC(c2ccccc2[N+](=O)[O-])=NO1 (configuration not stated)	9	100	99	10	-4	.	-6	98	99	96	98
COc1ccc(/C=N/NC(=O)CNC(=O)c2ccc(S(=O)(=O)N3CCOCC3)cc2)cc1OC	4	103	102	-15	-4	.	12	104	102	101	101

The list itself (from the top)
SMILES	Avidin fluor	Rab7 wt GTP bind	Rab2 wt GTP	Mcl1-Bid inh	Mcl-1 Bim block	Pf gametocyte	Mcl1 Noxa PPI	HRas wt GTP bind	Rac1 wt modul	Rac1 mut GTP	Cdc42 wt
Cc1scc(-c2n[nH]c(=S)n2Cc2ccccc2)c1C	1	97	98	-32	-5	.	13	98	98	100	101
CCOC(=O)C1C(=O)OC(C)(C)C1C(CC)C(=O)c1ccccc1 (configuration not stated)	9	109	98	-9	-1	.	1	97	99	97	101
NS(=O)(=O)c1ccc(CCNC(=O)CCCCCNc2nc(=S)[nH]c3ccccc23)cc1	23	93	93	-43	-8	-4	20	94	94	95	100
CC1(C)Cc2nc(NC3CCCCC3)c(C#N)cc2CO1	8	100	97	-24	-1	17	21	96	95	96	97
CC(C)N1CCN(Cc2ccsc2)CC1CCO (configuration not stated)	9	97	98	-16	1	-9	4	95	102	96	97
Cc1nnc(SCc2cccc(CSc3nnc(C)s3)c2)s1	6	?	?	-12	6	.	40	?	?	?	?
CCOC(=O)Cc1csc(NC(=O)CC(C)(C)C)n1	20	99	100	-15	-7	.	-3	100	106	101	102
CCOC(=O)N1CCC(N2CCN(CCC(C)C)C(CCO)C2)CC1 (configuration not stated)	2	103	100	-5	-3	2	1	99	102	95	96
CCOC(=O)N1CCN(c2c(NCCN3CCCCC3CC)c(=O)c2=O)CC1 (configuration not stated)	4	104	102	-24	-4	.	11	102	106	101	104
O=C(NCc1cc(C(F)(F)F)cc(C(F)(F)F)c1)C1CC(c2ccccc2[N+](=O)[O-])=NO1 (configuration not stated)	9	100	99	10	-4	.	-6	98	99	96	98
COc1ccc(/C=N/NC(=O)CNC(=O)c2ccc(S(=O)(=O)N3CCOCC3)cc2)cc1OC	4	103	102	-15	-4	.	12	104	102	101	101
O=C(COC(=O)CNC(=O)c1ccccc1)Nc1ccc(S(=O)(=O)N2CCCC2)cc1	11	98	97	-6	0	6	13	97	97	98	99
Cc1ccc2nsnc2c1S(=O)(=O)NCc1cccnc1	9	97	96	3	-4	-20	9	96	95	98	97
O=C(Nc1cc(SCCO)cc([N+](=O)[O-])c1)c1ccco1	12	100	97	-20	0	.	19	98	102	97	97
CC(C)c1ccc(C(=O)NCCCN(C)C)cc1	10	99	101	-5	0	14	6	99	101	99	100
O=C(NNS(=O)(=O)c1ccccc1)C1CC(c2cccnc2)=NO1 (configuration not stated)	9	96	97	-25	-2	4	6	97	97	95	97
COc1ccc(CCNc2oc(COc3ccccc3F)nc2C#N)cc1OC	11	101	100	-1	-6	-45	6	100	104	102	101
O=C(NC1CCCCCCC1)c1cc(COc2ccc3ncccc3c2)on1	11	104	95	-21	1	2	-5	95	96	91	93
Cc1ccc(-n2c(-c3ccccc3)cc(/C=N/NC(=O)CC#N)c2-c2ccccc2)cc1	8	92	96	-12	-3	-31	6	95	96	96	98
O=C(CNC(=S)N(Cc1ccccc1F)C1CCCCC1)NCC1CCCO1 (configuration not stated)	21	101	97	-38	1	-7	-14	100	101	98	97
CCCCCC(=O)Nc1nc(C)c(-c2csc(Nc3cc(Cl)ccc3OC)n2)s1	32	98	100	-21	0	.	30	101	103	101	104
O=C(COC(=O)C1CCCCC1)Nc1ccccc1OC(F)F	24	107	98	-40	5	3	-5	99	98	94	95
CCN=C1SC(CC(=O)Nc2sc(C)c(C)c2C(=O)OC)C(=O)N1CC (configuration not stated)	28	98	100	-14	-6	.	10	100	101	97	100
Cc1ccc(C(C(=O)Nc2ccc3c(c2)OCO3)N(C)C(=O)Cc2c[nH]c3ccccc23)cc1 (configuration not stated)	1	96	96	2	1	-7	11	98	102	98	102
CCCc1cc(=O)[nH]c(SCc2nc3ccc([N+](=O)[O-])cc3[nH]2)n1	13	95	94	-15	-3	6	11	98	101	97	99
SMILES	Avidin fluor	Rab7 wt GTP bind	Rab2 wt GTP	Mcl1-Bid inh	Mcl-1 Bim block	Pf gametocyte	Mcl1 Noxa PPI	HRas wt GTP bind	Rac1 wt modul	Rac1 mut GTP	Cdc42 wt
COc1ccc(CNC(=O)CCCn2nc(C)c([N+](=O)[O-])c2C)cc1	14	99	101	5	-5	8	2	100	107	100	103
CCOc1ccc(C(c2c(O)nc(SC)n(C)c2=O)c2c(O)nc(SC)n(C)c2=O)cc1	7	95	94	-11	3	11	50	93	88	90	89
O=C(c1cccs1)N1CCN(S(=O)(=O)c2ccc(F)cc2)CC1	21	?	?	3	-1	8	2	?	?	?	?
Cc1nc(-c2ccc(NC(=O)C3CCCCC3)cc2)cs1	14	101	102	-10	2	.	9	101	99	97	102
CCC(C(=O)O)N1C(=O)c2ccccc2C1=O (configuration not stated)	12	99	99	31	-1	.	24	101	102	101	103
COc1ccc(-c2csc3ncnc(Nc4ccc(O)cc4)c23)cc1	5	103	98	-4	-5	15	13	98	97	97	96
C#CCOCCOCCOCCNc1nc(N2CCN(C(=O)Cn3cc(CCCN=C(N)N)nn3)CC2)nc(N2CCN(C(=O)[C@H](C)n3cc(CCCN=C(N)N)nn3)CC2)n1	7	91	98	13	-1	-18	41	97	99	100	99
Cc1ccc(/C=N/n2c(-c3ccncc3)n[nH]c2=S)o1	10	93	93	-59	-1	-10	39	95	98	97	95
COc1ccc(C(=O)C2CCCN(Cc3cn(C)nc3-c3ccccc3)C2)cc1F (configuration not stated)	11	95	97	-17	-2	.	4	96	98	97	97
Cc1cccc(CCNC(=O)C2CCCN(S(=O)(=O)c3cnc[nH]3)C2)c1 (configuration not stated)	5	96	99	-8	1	.	16	96	97	96	97
NC1=NC2(CCCCC2)N(c2ccc(F)cc2)C(N)=N1	5	99	102	-4	0	.	9	101	110	102	104
CCCn1c(SCC(=O)Nc2sc(C)c(C)c2C#N)nnc1C(C)C	8	100	96	-20	-1	.	4	96	96	96	98
Cc1cc(F)c(F)c(C(=O)N2CCN(C)CC2)c1Cl	10	99	100	-3	0	.	16	99	99	96	97
O=C(CCCN1C(=O)/C(=C\c2ccco2)SC1=S)Nc1cccc2ccccc12	2	94	92	-74	0	-3	37	99	100	98	98
CN(Cc1cnn(C)c1)C(=O)c1cc2ccccc2oc1=O	8	94	95	-21	1	.	0	98	102	97	102
CN1CCN(C(=S)NCCc2ccccc2)CC1	4	97	97	42	-3	.	27	99	96	95	102
COc1ccc(C2C(C(=O)NCCN(C)C)c3ccccc3C(=O)N2C)cc1OC (configuration not stated)	34	99	99	-5	-2	.	-1	101	104	99	101
CC(=O)C1=C(O)C(=O)N(c2ccc(S(=O)(=O)Nc3nccs3)cc2)C1c1ccc([N+](=O)[O-])cc1 (configuration not stated)	11	105	87	-40	0	14	10	92	101	94	94
O=C(N/N=C\c1cc(Br)cs1)C1COc2ccccc2O1 (configuration not stated)	31	99	99	-6	-2	.	7	99	104	99	100
Nc1nc(-c2ccccc2)c(N=Nc2ccc(Cl)cc2)s1	7	98	94	21	-5	5	29	97	99	96	102
COc1ccc(C2C(C#N)=C(/N=C/N3CCOCC3)OC3=C2C(=O)CC(C)(C)C3)cc1OC (configuration not stated)	13	104	101	4	0	-29	19	103	104	99	103
O=C(c1ccc2c(c1)OCO2)N1CCOCC1	5	101	100	-10	0	-3	-23	103	105	100	104
CCCc1cc(=O)[nH]c(SCC(=O)Nc2c(C)cccc2C)n1	10	97	96	-13	-2	.	3	97	92	94	94
CCn1cc(C2=NOC(C(=O)Nc3cccc(C(C)=O)c3)C2)c(C)n1 (configuration not stated)	9	?	?	-13	-2	.	17	?	?	?	?
CN(C)C(CNC(=O)CN1C(=O)NC2(CCc3ccccc32)C1=O)c1ccco1 (configuration not stated)	10	100	98	-16	-5	-9	17	98	100	98	101
COC(=O)c1[nH]c2cccc(Cl)c2c1NC(=O)CN1CCN(CCO)CC1	5	102	102	2	-1	-6	-3	103	102	99	103
COc1ccc(C2SCCN2S(=O)(=O)c2ccc(NC(C)=O)cc2)cc1 (configuration not stated)	5	102	102	-22	1	.	8	103	107	98	102
CCc1cccc2c(C(=O)COC(=O)/C=C/c3ccc(O)c(OC)c3)c[nH]c12	6	97	99	-66	-13	15	25	97	98	99	99
